PTHR1 agonist = qHTS for PTHR1 Agonists: Primary Screen. Parathyroid hormone/parathyroid hormone-related peptide receptor (Homo sapiens), Q03431. HEK293 GP2 PTHR1 cells, GloSensor cAMP luminescence, 1 h. Potency, µM (top dose mostly 115 µM), without a hit: at the highest dose activation, usual class: activators. 410,000 compounds, 0.075% hits. AID 743266, 2014; further: potency means the concentration at half of the fitted maximal effect; nearly all actives have a fitted effect of over 55% in size; some results filed as inactive show a strong effect at the top dose; inactives centre near -15; many of its hits are not listed in these tables
Target sequence (Q03431 whole entry, looked up): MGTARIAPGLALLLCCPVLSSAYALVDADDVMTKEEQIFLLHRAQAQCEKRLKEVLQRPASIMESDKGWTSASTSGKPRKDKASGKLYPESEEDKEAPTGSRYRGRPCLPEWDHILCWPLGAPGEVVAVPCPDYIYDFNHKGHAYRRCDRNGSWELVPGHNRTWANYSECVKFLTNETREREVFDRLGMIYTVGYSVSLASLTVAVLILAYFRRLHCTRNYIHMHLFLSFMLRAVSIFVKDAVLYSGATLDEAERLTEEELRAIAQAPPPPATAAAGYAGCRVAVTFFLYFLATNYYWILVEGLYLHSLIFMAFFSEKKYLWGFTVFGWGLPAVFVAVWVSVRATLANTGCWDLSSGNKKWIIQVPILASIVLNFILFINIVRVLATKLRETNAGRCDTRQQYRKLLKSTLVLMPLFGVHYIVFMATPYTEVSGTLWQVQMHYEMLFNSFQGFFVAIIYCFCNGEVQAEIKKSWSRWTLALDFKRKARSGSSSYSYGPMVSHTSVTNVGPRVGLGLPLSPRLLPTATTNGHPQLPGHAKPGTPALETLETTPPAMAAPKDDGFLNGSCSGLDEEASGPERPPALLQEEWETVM
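HEK-293-derived GP2 cells expressing PTHR1 and a GloSensor cAMP reporter, 3,000/well, plated overnight, given luciferin plus IBMX (each 0.5 mM as added) for 1 h at 37 °C, then compound for 1 h at 37 °C. Luminescence was read after 15 min at room temperature.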
HEK293 tox = qHTS of GLP-1 Receptor Inverse Agonists: Cytotox Screen | HEK293 cAMP-luciferase reporter cells, luminescence, 24 h | Potency, µM (series often up to 38.3 µM), for inactives: at the top dose activity change, negative = inhibition, actives largely listed as inhibitors | 410,000 compounds, 0.13% hits | AID 624418, 2012;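 further: loss of luciferase light is scored as toxicity; potency means the concentration at half of the fitted maximal effect; on the % scale 0 is the no-effect control and ±100 the full control effect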
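1536-well qHTS counterscreen of the MLSMR; 200 cells/uL, 12 h pre-incubation, 23 nL cpd, 24 h at 37 deg C 5% CO2, luciferase detection reagent, 12 min RT, luminescence. Inhibition = undesired.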
pAkt inh = HTS Assay for Inhibitors of Akt Phophorylation: Primary Screen. Neuro2A IGF-stimulated pAkt S473 HTRF, 20 min; hits give low values. activity change, % for hits at 50 µM. 360,000 compounds, 0.32% hits. AID 651550, 2012; in the data active means activity change below about -80%; inconclusive means mostly about -51% to -80%; further: on the % scale 0 is the no-effect control and ±100 the full control effect
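Single-point screen (50 µM final compound) in Neuro2A cells stimulated 20 min with 6 nM IGF at 37 deg C. After lysis, Ser473-phosphorylated Akt read by HTRF (ex 330 nm, em 615/665 nm) as the 665/615 ratio.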
FUS suppressor = qHTS for Suppressors of FUS Proteinopathy: Primary screen using FUS-linked yeast assay. S. cerevisiae FUS-expressing, growth rescue, OD600, 24 h. Potency, µM (series often up to 76.6 µM), for the others: top-dose growth rescue (activation), usual class: activators. 390,000 compounds, 0.24% hits;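 further: potency means the concentration at half of the fitted maximal effect; plate controls were DMSO vehicle for no effect and reference control for full effect; nearly all actives have a fitted effect of over 55% in size; some results filed as inactive show a strong effect at the top dose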
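Steps: raffinose overnight preculture; dilution to OD 0.005 in 2% galactose minimal medium; compound addition (concentration series); 24hr at 30C, 99% humidity; absorbance read at 600 nm.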
aSyn rescue = qHTS of alpha-syn Inhibitors | AID 652106, 2013 | Potency, µM (titrated, usually from 46.1 µM), inactives show at the top dose growth rescue (activation), usual class: activators | Yeast expressing alpha-synuclein, growth rescue, BacTiter-Glo, 24 h | 370,000 compounds, 0.14% hits; further: potency means the concentration at half of the fitted maximal effect; % of control where 0% means no effect; nearly all actives have a fitted effect of over 65% in size
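Galactose-induced alpha-syn yeast (OD600=0.02, raffinose-pregrown) + pinned cpd, 24 hr, 30 deg C; growth by BacTiter-Glo luminescence. Growth restoration scores as activation.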
Mm-Cpn inhibitor = Inhibitors of TCP-1 ring complex (TRiC) of Methanococcus maripaludis (MmCpn): qHTS. Chaperonin Mm-Cpn (Methanococcus maripaludis). purified Mm-Cpn ATPase, ADP Transcreener TR-FRET. Potency, µM (doses to about 76.9 µM), without a hit: at the top dose activity, negative = inhibition, hits mostly inhibitors. 330,000 compounds, 0.031% hits. AID 504842, 2011; further: potency means the concentration at half of the fitted maximal effect; on the % scale 0 is the no-effect control and ±100 the full control effect; nearly all actives have a fitted effect of over 80% in size
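Purified archaeal chaperonin (25 nM final) was preincubated with compound for 10 min at 37°C, then ATP (10 uM final) was added for 30 min at 37°C in Tris pH 7.4/KCl/MgCl2/DTT buffer. ADP was quantified by HTRF Transcreener TR-FRET.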
TDP43 rescue = qHTS of TDP-43 Inhibitors | TDP-43 expressing yeast growth rescue, BacTiter-Glo, 24 h | Potency, µM (top dose mostly 46.1 µM), for the others: at the top dose growth rescue (activation), actives largely listed as activators | 410,000 compounds, 1.8% hits; further: potency means the concentration at half of the fitted maximal effect; % of control where 0% means no effect; nearly all actives have a fitted effect of over 50% in size
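Galactose-induced TDP-43 yeast, OD600=0.02, compound pinned; 24 hr, 30 deg C; BacTiter-Glo luminescence for growth. Inhibitors of TDP-43 toxicity read as activators.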
Abeta yeast res = qHTS for compounds that reverse cellular toxicity of Amyloid beta (A-beta) peptide in yeast: Primary Screen; yeast expressing A-beta42, growth rescue, OD600, 48 h; response scale: 0% DMSO, 100% iron-clioquinol control; Potency, µM (doses to about 46.1 µM), for inactives: top-dose growth rescue, usual class: activators; 410,000 compounds, 0.063% hits; AID 1347071, 2019; further: potency means the concentration at half of the fitted maximal effect; nearly all actives have a fitted effect of over 55% in size
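Growth rescue measured by 600 nm absorbance after 48 h yeast culture at 30 C with compound. Values normalized between DMSO and an equimolar ferric chloride plus clioquinol control.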
GLP-1R inv ag = qHTS of GLP-1 Receptor Inverse Agonists (Inhibition Mode) | Glucagon-like peptide 1 receptor (Homo sapiens), P43220 | HEK293 GLP-1R CRE-luciferase, luminescence, 24 h; GLP-1R form is constitutively active | Potency, µM (top dose mostly 38.3 µM), without a hit: at the highest dose activity change, negative = inhibition, most hits filed as inhibitors | 410,000 compounds, 1.6% hits | AID 624417, 2012; further: potency means the concentration at half of the fitted maximal effect; on the % scale 0 is the no-effect control and ±100 the full control effect; nearly all actives have a fitted effect of over 55% in size
Target sequence (P43220 whole entry, looked up): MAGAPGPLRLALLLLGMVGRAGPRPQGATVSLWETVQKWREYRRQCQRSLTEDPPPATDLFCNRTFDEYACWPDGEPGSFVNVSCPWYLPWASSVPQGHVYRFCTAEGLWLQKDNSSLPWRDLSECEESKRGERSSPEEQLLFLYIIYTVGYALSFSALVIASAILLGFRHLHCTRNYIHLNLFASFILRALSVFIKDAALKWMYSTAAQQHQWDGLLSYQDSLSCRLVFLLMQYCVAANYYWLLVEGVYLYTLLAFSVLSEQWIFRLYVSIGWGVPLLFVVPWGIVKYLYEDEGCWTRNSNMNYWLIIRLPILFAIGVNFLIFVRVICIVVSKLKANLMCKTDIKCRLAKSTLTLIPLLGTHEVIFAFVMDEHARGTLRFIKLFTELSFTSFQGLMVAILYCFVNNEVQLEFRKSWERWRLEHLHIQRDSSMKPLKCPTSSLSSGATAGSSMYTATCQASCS
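Seeding at 200 cells/uL, 12 h culture, 24 hr compound treatment, then luciferase reagent and a luminescence read; cells are HEK293 stably expressing a constitutively active GLP-1R plus cAMP-responsive luciferase.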
The depositor's hits bear a star; i = inactive; ? = inconclusive; . = not tested or not shown; [ ] = remark or other dose. Unless noted, the call rests on the fitted dose curve; in most records, active means well fitted curve in the direction sought with a large enough effect; inconclusive means small, poorly fitted or top-dose-only effect, or another doubt; inactive means no such curve, though single readings can be large; an effect the other way counts as inactive or inconclusive. These rows are one share of the data (hit frequency here may not be typical).

Each structure is followed by: PTHR1 agonist | HEK293 tox | pAkt inh | FUS suppressor | aSyn rescue | Mm-Cpn inhibitor | TDP43 rescue | Abeta yeast res | GLP-1R inv ag
Nc1cc(-c2nn[nH]n2)ccc1F
    i | 66%[activator] | i | -4% | 0% | 1% | 7% | 10% | 2%
O=C(COC(=O)CCOc1ccccc1)Nc1ccc(Cl)cn1
    i | -5% | i | -31% | -10% | 1% | 13% | 6% | 4%
Cc1ccc(NC(=O)CSc2ccc3nnc(-c4cccnc4)n3n2)cc1
    i | 4% | i | 12% | -1% | 3% | 10% | -8% | 6%
S=C(NCc1ccccc1)Nc1ccc2ccccc2c1
    -26% | ? | i | -23% | 2% | -2% | ? | ? | ?
C/C(=N/OC(=O)C1CC12CCC2)c1ccc(Br)cc1 (stereo unspecified)
    -23% | 0% | i | 8% | -18% | 0% | 17% | -16% | -21%
CCC(=O)N/C(=N/c1nc(C)cc(C)n1)Nc1ccc(C)cc1
    i | -10% | i | -6% | -5% | 2% | 7% | 4% | 2%
O=C(Cc1ccccc1)N/N=C/c1ccc2c(c1)OCO2
    -75%[inhibitor] | 15% | i | 5% | 1% | 2% | -7% | -6% | 33%[activator]
CCOC(=O)/C(C#N)=C1/C=CN(C)C=N1
    i | 3% | i | -2% | -7% | 0% | 16% | -5% | 10%
Cc1ccc(S(=O)(=O)N2CCCCC2)cc1NC(=O)C1CCCO1 (stereo unspecified)
    i | 17% | i | -6% | 1% | 0% | 23% | -13% | 9%
COc1ccc(NC(=O)c2cnn(-c3ccccc3)c2C)c(OC)c1
    -1% | -9% | i | -1% | -7% | 4% | 17% | -7% | 12%
O=C(NCC(c1ccco1)N1CCc2ccccc21)c1ccc([N+](=O)[O-])cc1 (stereo unspecified)
    -21% | -5% | i | 8% | -1% | -3% | -9% | 9% | ?
O=C(Cc1ccccc1Cl)Nc1ccc(S(=O)(=O)N2CCOCC2)cc1
    i | -4% | i | 3% | 2% | 3% | 0% | 15% | -17%
CCCCn1c(Oc2cccc(C(=O)OC)c2)nc2c1c(=O)n(C)c(=O)n2C
    -23% | -10% | . | 6% | . | . | 0% | -12% | 8%
CC1CCCCN1c1c(S(=O)(=O)c2ccc(Cl)cc2)cnc2ccccc12 (stereo unspecified)
    -12% | 14% | . | 32% | . | . | ? | 10% | ?
Cc1cc(C)c2c(CN3CCCCCCC3)cc(=O)oc2c1
    -21% | 4% | i | -26% | 1% | . | 16% | -6% | 9%
COC(=O)c1cc(Cl)c(NC(=O)c2cc3ccccc3o2)cc1OC
    -23%[57.5 µM] | -9% | i | 17% | -1% | 1% | 10% | -3% | 70%[activator]
O=C(Nc1c(C(=O)N2CCOCC2)oc2ccccc12)c1cccc([N+](=O)[O-])c1
    -1% | -1% | i | 0% | -3% | ? | 4% | -3% | -8%
OCC(O)C1OCOC(C(O)CO)C1O (stereo unspecified)
    -17% | -2% | i | . | 0% | . | 3% | -11% | -9%
CCCN1CCc2nc(N3CCN(CC)CC3)ncc2C1
    -14% | -3% | . | -25% | . | . | 26% | 7% | -9%
O=C(COc1ccc(Br)cc1CNCCc1ccccc1)NCc1ccccc1
    -30% | ? | i | 11% | -4% | 3% | -13% | 8% | 10µM*
CN(C)c1ccc(N=Cc2ccco2)cc1
    -21% | -18% | ? | 48% | -9% | ? | -28% | 5% | -9%
CCOC(=O)Cc1csc(NC(=O)c2cc(C)cc(C)c2)n1
    -2% | 4% | i | 5% | -5% | 2% | -23%[9.22 µM] | -2% | ?
CC(C)NC(=O)Cn1cc(C(=O)COc2ccccc2)c2ccccc21
    -20% | 1% | i | 7% | -1% | -4% | -7% | 1% | -1%
COc1ccc(OC)c(NC(=O)C2CCN(c3cc(-c4ccccc4)nc4ncnn34)CC2)c1
    i | -10% | . | -4% | 2% | 1% | -4% | 11% | -18%
OCC1(CO)CCCC(CO)(CO)C1O
    i | -6% | i | -17% | -4% | . | -17% | -20% | -17%
O=C(NC(=S)NCC1CCCO1)c1ccccc1Br (stereo unspecified)
    i | 11% | i | -35% | 4% | -1% | 9% | 23% | 0%
O=C(c1ccccc1F)N1CCCc2ccccc21
    i | 0% | i | -17% | 1% | 1% | -4% | 22% | 5%
COCCCNC(=S)N/N=C/c1ccc(N(C)C)cc1Cl
    -12% | ? | i | -4% | 2% | 2% | 6% | 10% | -8%
Fc1ccc(-c2nn(-c3ccccc3Cl)c3c2cnc2ccccc23)cc1
    -18% | -19% | . | -10% | . | . | 14% | -5% | 1%
COC(=O)c1ccc(CNC(=O)CSc2nnc(COc3ccccc3)n2C)o1
    -6%[57.5 µM] | -18% | -110%* | -3% | 3% | 1% | 9% | 8% | 2%
O=C(CCCNC(=O)c1ccc(Cl)cc1)Nc1cccc(F)c1
    i | 0% | i | 1% | 3% | ? | 11% | -6% | ?
CCCc1cc(=O)[nH]c(SCC(=O)N(C)CC(=O)Nc2ccc(C)cc2)n1
    i | 1% | i | 24% | 2% | 0% | -4% | -6% | -1%
Cc1cc2ncn(-c3ncnc4scc(-c5ccccc5)c34)c2cc1C
    i | -3% | i | . | 0% | -5% | 8.9µM* | -55%[inhibitor] | ?
C/C(O)=c1/cnc2nc3ccccc3n2c1=O
    -21% | 3% | i | -1% | -3% | -3% | 6% | 11% | 57%[activator]
Cc1cc(-n2nc(C)cc2C)n2nc(C)c(-c3ccc(Cl)cc3)c2n1
    ? | 4% | i | 13% | 0% | -1% | -19% | 2% | 0%
Cc1nnc(SCC(=O)NC(=O)Nc2ccc3c(c2)OCCO3)s1
    i | 4% | i | -14% | 4% | -2% | -2% | -10% | 7%
C=CCn1c(=S)[nH]c2cc(C(=O)NCCc3ccc(S(N)(=O)=O)cc3)ccc2c1=O
    i | 1% | i | 21% | 7%[1.84 µM] | -1% | 6% | 7% | 11%
CN(C)/C=C(/C(=O)c1ccc(Cl)cc1Cl)S(=O)(=O)c1ccc(Cl)cc1
    0% | -6% | . | 15% | . | -4% | 3% | 11% | 14%
N#Cc1c(NC(=O)C2CC(c3ccccc3Cl)=NO2)sc2c1CCC2 (stereo unspecified)
    6%[57.5 µM] | -3% | i | 35% | -20% | 1% | -16% | -1% | 0%
CCOc1ccccc1NC(=O)N1CCCC1C(=O)NCc1ccco1 (stereo unspecified)
    -46% | 14% | i | 15% | 0% | 1% | -8% | 4% | -11%
CCC(=O)N1CCc2cc(S(=O)(=O)Nc3ccccc3C)ccc21
    -8% | 1% | i | -31% | 1% | 1% | -4% | -11% | 2%
O=c1c2ccccc2nnn1CSc1nc2ccccc2[nH]1
    -22% | -6% | i | 16% | 0% | -19% | 8% | -5% | 14%
O=C(Nc1cccc(C(F)(F)F)c1)c1ccc(Cn2cc(Br)cn2)o1
    -36%[inhibitor] | -17% | i | 26% | -12% | -1% | 13µM* | -3% | -15%
Cc1ccc2sc(N(CCCN(C)C)C(=O)c3ccc(S(=O)(=O)N(C)C4CCCCC4)cc3)nc2c1C
    -4% | ? | i | 34% | -17% | 0% | -22% | 14% | 2.8µM*
Cc1csc(NC(=O)CSc2nc3nc(C)cc(C)n3n2)n1
    -24% | 11% | i | . | 0% | -1% | -4% | 4% | 10%
Cc1cnc(C(=O)OCC(=O)c2ccccc2)cn1
    i | 0% | i | -9% | 12% | 0% | -9% | -6% | 21%
Cc1ccc(OCc2cc(=O)n3c4c(sc3n2)CCCC4)cc1C
    i | -1% | . | -5% | . | . | 13% | -3% | 2%

Full records from above:
Listed for Cc1csc(NC(=O)CSc2nc3nc(C)cc(C)n3n2)n1 → PTHR1 agonist: -24%; HEK293 tox: 11%; pAkt inh: i; FUS suppressor: .; aSyn rescue: 0%; Mm-Cpn inhibitor: -1%; TDP43 rescue: -4%; Abeta yeast res: 4%; GLP-1R inv ag: 10%
Listed for CCOC(=O)/C(C#N)=C1/C=CN(C)C=N1 → PTHR1 agonist: i; HEK293 tox: 3%; pAkt inh: i; FUS suppressor: -2%; aSyn rescue: -7%; Mm-Cpn inhibitor: 0%; TDP43 rescue: 16%; Abeta yeast res: -5%; GLP-1R inv ag: 10%
Listed for Cc1nnc(SCC(=O)NC(=O)Nc2ccc3c(c2)OCCO3)s1 → PTHR1 agonist: i; HEK293 tox: 4%; pAkt inh: i; FUS suppressor: -14%; aSyn rescue: 4%; Mm-Cpn inhibitor: -2%; TDP43 rescue: -2%; Abeta yeast res: -10%; GLP-1R inv ag: 7%
